SMARCA2 activ – increases SMARCA2 function in MMTV reporter cells | activation, % at 9.1 µM | 370,000 compounds, 1% hits | MG213 cells, MMTV-luciferase reporter, dexamethasone, overnight; in the data active = activation above about 7.8%;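 also: 0% = vehicle wells and 100% = reference activator wells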
GC-B act – GC-B (human) receptor activation; P20594; HEK293-GC-B cells, CNP EC30, cGMP TR-FRET; 0% at EC30 CNP, 100% saturating CNP; activation, % at 10 µM; 370,000 compounds, 0.11% hits;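 active = activation at 10 µM reaching about 35% in either raw or pattern-adjusted values, limit read from the data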
ABHD4 inh – inhibitors of mouse ABHD4; purified mABHD4, FP-Rh probe fluorescence polarization; 370,000 compounds, 0.54% hits; AID 720543; inhibition, % at 8.92 µM;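 active = inhibition exceeding the mean over every tested compound plus 3 SD, cut at about 30% in these data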;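 also: 0% = plate median of compound wells and 100% = S159A mutant with DMSO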
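system = mouse ABHD4 enzyme, wild type | medium = HEPES pH 7.0, NaCl, Pluronic buffer | also added = FP-Rh probe | incubation = Enzyme–compound pre-incubation 45 min, then probe 60 min, both 25 °C | technique = fluorescence polarization, excitation 525 nm, emission 598 nm, BODIPY TMR filters | controls = S159A mutant high control, sample median low control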
Rev-erbA mod – Rev-erb alpha (human) modulation; P20393; Rev-erbα–FITC-DNA binding, fluorescence polarization, 90 min; activity, % at 10 µM; 370,000 compounds, 0.79% hits;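 active = activity above about 14%, limit read from the data; passing the limit was not always enough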;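 also: 0% = DMSO wells with 35 nM protein and 100% = DMSO wells with 750 nM protein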
Target sequence (P20393 whole entry, looked up): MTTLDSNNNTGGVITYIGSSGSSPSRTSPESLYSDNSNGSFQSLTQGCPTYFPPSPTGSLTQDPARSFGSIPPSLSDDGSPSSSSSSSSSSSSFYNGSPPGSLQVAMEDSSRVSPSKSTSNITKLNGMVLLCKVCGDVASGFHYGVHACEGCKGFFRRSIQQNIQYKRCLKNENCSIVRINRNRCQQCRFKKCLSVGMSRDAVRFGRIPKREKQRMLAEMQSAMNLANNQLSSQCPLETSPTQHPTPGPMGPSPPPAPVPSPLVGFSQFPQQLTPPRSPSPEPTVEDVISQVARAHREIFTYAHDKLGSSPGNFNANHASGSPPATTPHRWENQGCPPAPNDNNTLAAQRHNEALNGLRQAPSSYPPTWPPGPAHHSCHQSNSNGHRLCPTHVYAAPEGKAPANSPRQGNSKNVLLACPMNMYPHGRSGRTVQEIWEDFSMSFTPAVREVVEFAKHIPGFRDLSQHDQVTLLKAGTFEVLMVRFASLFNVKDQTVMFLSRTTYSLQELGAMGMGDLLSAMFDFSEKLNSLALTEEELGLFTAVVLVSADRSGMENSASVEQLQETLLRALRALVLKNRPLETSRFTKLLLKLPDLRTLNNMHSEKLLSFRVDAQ
ASAP1 inh – ASAP1 ArfGAP inhibition; AID 624377; 360,000 compounds, 0.19% hits; inhibition, % at 16.5 µM; Q9ULH1; ASAP1-stimulated ARF1 GTP hydrolysis, GDP FP detection; in the data active = inhibition above about 25%;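 also: 0% = vehicle with enzyme and substrate and 100% = no enzyme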
GC-A act – GC-A (human) enzyme activation | 370,000 compounds, 0.14% hits | HEK293 GC-A cells, cGMP TR-FRET, EC30 ANP; 0% at EC30 ANP, 100% saturating ANP | P16066 | activation, % at 10 µM; in the data active = activation above about 40%
ARFGAP1 inhibitor – inhibitors of rat ARFGAP1 | Q62848 | Arfgap1-stimulated ARF1 GTP hydrolysis, GDP FP detection | inhibition, % at 16.5 µM | 360,000 compounds, 0.26% hits | AID 651572;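 active = inhibition above a per-plate limit, mean inhibition of low control wells plus 3 SD, cut at about 25% in these data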;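 also: 0% = DMSO wells with enzyme and 100% = wells lacking Arfgap1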
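Material: truncated rat Arfgap1 GAP domain; Incubation: compound-enzyme preincubation 20 min, reaction 120 min, detection 60 min, 25 °C; Read-out: percent inhibition of Arfgap1-stimulated GTP hydrolysis; Technique: FP, GDP Alexa 633 tracer displaced from anti-GDP antibody, 620/688 nm; Controls: No-Arfgap1 wells (100%) versus DMSO full-reaction wells (0%); Replication: single well per compound.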
HTRA1 inh – HTRA1 (human) protease inhibition; recombinant HTRA1, FP-rhodamine activity-based probe, fluorescence polarization; inhibition, % at 5.96 µM; AID 504803; Q92743; 340,000 compounds, 0.5% hits; in the data active = inhibition above about 36%;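 also: 0% = enzyme with DMSO and 100% = wells lacking enzyme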
Target sequence (Q92743 whole entry, looked up): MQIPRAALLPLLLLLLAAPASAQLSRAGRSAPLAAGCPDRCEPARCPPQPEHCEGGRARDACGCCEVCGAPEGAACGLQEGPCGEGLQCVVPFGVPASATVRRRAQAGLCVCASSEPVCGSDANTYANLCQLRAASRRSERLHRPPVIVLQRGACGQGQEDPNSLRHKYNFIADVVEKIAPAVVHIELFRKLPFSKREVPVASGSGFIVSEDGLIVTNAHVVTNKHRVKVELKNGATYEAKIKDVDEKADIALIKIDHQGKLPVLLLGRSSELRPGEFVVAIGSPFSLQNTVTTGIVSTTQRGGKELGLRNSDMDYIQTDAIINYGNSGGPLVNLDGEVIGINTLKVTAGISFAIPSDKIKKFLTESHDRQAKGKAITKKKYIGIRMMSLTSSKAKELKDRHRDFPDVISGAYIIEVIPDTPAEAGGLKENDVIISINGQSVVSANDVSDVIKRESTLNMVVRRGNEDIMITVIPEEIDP
PG9 Ab binder – small molecules binding HIV-1 gp120 antibody PG9. 360,000 compounds, 0.43% hits. TR-FRET gp120-PG9 antibody binding. inhibition, % at 6.7 µM; in the data active = inhibition above about 8.5%
rCAG binder – r(CAG) repeat RNA binding. 370,000 compounds, 1.3% hits. inhibition, % at 3 µM. AID 651821. TO-PRO-1 dye displacement fluorescence;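 active = inhibition above the plate cutoff, the mean of all test compounds on that plate plus 3 SD, cut at about 35% in these data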;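 also: 0% = DMSO alone and 100% = 100 µM mitoxantrone as full dye displacement; higher means more dye released from RNA so lower well fluorescence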
* = called active by the depositor; . = no result given.

1. CCOc1cccc(C(=O)Nc2nc(-c3ccc(S(=O)(=O)N4CCOCC4)cc3)cs2)c1
2. CCCS(=O)(=O)NC(=O)C1(C)CCN(C(=O)c2ccc(OC(F)F)cc2)C1 (centres undefined)
3. CCCCNC(=O)C[C@H]1C[C@@]2(C(=O)OC)C(=C[C@H](C(C)C)O[C@@H]2C2CC2)N(Cc2ccc3c(c2)OCO3)C1=O
4. COc1ccccc1-c1cn[nH]c1-c1ccc(OCc2ccc(F)cc2)cc1O
5. Cc1nc2c(OCc3cc(Cl)cc(Cl)c3)cccn2c1N(C)C(=O)CCC1CCCC1
6. Cc1cccc(NC(=O)Nc2ccccc2[N+](=O)[O-])n1

Assay by compound	1	2	3	4	5	6
SMARCA2 activ	0.0	-0.8	-3.7	-4.1	-6.3	0.6
GC-B act	-4.9	2.0	-7.5	-4.6	-0.8	-2.7
ABHD4 inh	0.8	3.3	0.5	-22.1	13.2	0.4
Rev-erbA mod	-4.9	-3.4	5.4	7.0	-1.5	-3.5
ASAP1 inh	1.9	8.2	.	3.4	18.0	0.2
GC-A act	4.0	0.0	-8.8	-1.4	-5.8	1.4
ARFGAP1 inhibitor	-12.8	5.6	.	11.5	-0.7	3.2
HTRA1 inh	-43.3	.	.	-2.3	.	-2.0
PG9 Ab binder	-2.4	-1.2	.	0.3	1.5	-1.9
rCAG binder	11.6	2.7	3.1	6.0	4.0	1.9

7. CCN(c1ccccc1)S(=O)(=O)c1ccc(C(=O)NCCCN2CCOCC2)cc1
8. Cc1ccc(-n2nnnc2-c2cccc(C)c2)cc1
9. O=C(CCNS(=O)(=O)c1ccccc1)N1CCN(C(c2ccccc2)c2ccccc2)CC1
10. CCOC(CNc1ncnc2c1cnn2C)OCC
11. COc1cc(/C=N/N2CCCCC2)cc([N+](=O)[O-])c1O
12. Cc1cc(-c2cc(-c3ccc(Cl)cc3)nc(N)c2C#N)co1

Assay by compound	7	8	9	10	11	12
SMARCA2 activ	0.8	0.8	-1.8	-1.3	-1.5	1.7
GC-B act	-2.3	0.1	-6.0	-4.1	0.9	16.9
ABHD4 inh	0.1	-2.0	0.1	1.4	5.5	10.5
Rev-erbA mod	7.5	-5.3	1.8	-3.1	2.9	-3.0
ASAP1 inh	-8.4	1.4	18.9	1.2	3.1	0.7
GC-A act	-0.5	-0.8	-9.7	2.5	-6.9	4.1
ARFGAP1 inhibitor	2.4	12.3	13.5	4.4	-1.2	4.1
HTRA1 inh	-2.5	-6.0	-8.2	1.4	12.8	14.5
PG9 Ab binder	0.5	0.8	-0.7	-1.9	-3.3	2.1
rCAG binder	1.1	-3.6	-2.4	-2.7	3.7	13.9

2 of these compounds in another layout.
No.	SMILES	SMARCA2 activ	GC-B act	ABHD4 inh	Rev-erbA mod	ASAP1 inh	GC-A act	ARFGAP1 inhibitor	HTRA1 inh	PG9 Ab binder	rCAG binder
4	COc1ccccc1-c1cn[nH]c1-c1ccc(OCc2ccc(F)cc2)cc1O	-4.1	-4.6	-22.1	7.0	3.4	-1.4	11.5	-2.3	0.3	6.0
11	COc1cc(/C=N/N2CCCCC2)cc([N+](=O)[O-])c1O	-1.5	0.9	5.5	2.9	3.1	-6.9	-1.2	12.8	-3.3	3.7

Next section.
13. O=C(Cn1cnc2c(nnn2Cc2ccc(Cl)cc2)c1=O)NCC1CCCO1 (centres undefined)
14. CCOc1ccccc1NC(=O)c1nc(S(=O)(=O)Cc2cccc(C)c2)ncc1Cl
15. O=C(NCC(=O)N1CCCC(C(F)(F)F)C1)c1ccccc1Br (centres undefined)
16. O=C(NCc1ccc2c(c1)OCO2)C12CC3CC(CC(C3)C1)C2
17. CCN(C[C@H]1N[C@@](CC)(C(=O)OC)[C@H]2C(=O)N(Cc3ccccc3)C(=O)[C@@H]12)S(=O)(=O)c1ccc(C(C)(C)C)cc1
18. c1ccc(C2Oc3ccccc3C3CC(c4cccs4)=NN32)cc1 (centres undefined)

Assay by compound	13	14	15	16	17	18
SMARCA2 activ	-0.4	0.0	-0.7	-2.0	-0.5	-0.6
GC-B act	-2.7	-6.5	0.1	-1.4	6.5	-4.6
ABHD4 inh	-3.9	-3.5	-3.0	-5.8	3.5	-21.5
Rev-erbA mod	1.5	6.2	2.2	1.9	-2.1	0.3
ASAP1 inh	-2.6	0.1	-8.2	0.0	-7.2	8.4
GC-A act	0.9	-13.8	0.5	4.3	0.8	-0.3
ARFGAP1 inhibitor	-1.0	-9.9	13.3	6.3	-2.1	-12.0
HTRA1 inh	-3.9	-1.4	-2.8	-1.4	2.7	-6.8
PG9 Ab binder	-0.7	-1.9	-0.3	0.4	0.8	-4.1
rCAG binder	3.0	2.2	-1.8	-5.5	3.7	10.4

19. O=C(Nc1ccc2nn(-c3ccccc3)nc2c1)c1cccs1
20. Clc1ccc(CSc2nnc(/C=C/c3ccccc3)o2)cc1
21. CCOC(=O)c1[nH]c(C)c(CCC(=O)OC)c1C
22. N#C/C(=C/c1cn(CC(=O)O)c2ccccc12)C(=O)NCc1ccccc1
23. CSCCC(c1nc2ccccc2[nH]1)n1c(=O)c(-c2ccco2)nc2ccccc21 (centres undefined)
24. O=C1CC(SCc2nc3ccccc3[nH]2)C(=O)N1c1ccc(Cl)cc1 (centres undefined)

Assay by compound	19	20	21	22	23	24
SMARCA2 activ	0.6	-0.8	2.7	-0.5	-4.9	3.6
GC-B act	-1.1	-2.1	4.9	1.1	-3.2	1.4
ABHD4 inh	-12.9	3.3	1.8	0.5	8.3	-6.4
Rev-erbA mod	16.4	2.2	3.8	-2.1	-8.3	1.6
ASAP1 inh	5.7	4.3	12.7	14.9	-6.2	11.2
GC-A act	4.8	-12.7	4.4	3.6	-3.1	-8.2
ARFGAP1 inhibitor	-15.5	4.2	-1.3	8.6	1.9	10.8
HTRA1 inh	-24.9	6.0	1.9	-5.5	.	-1.0
PG9 Ab binder	-10.5	-0.4	-0.8	-0.8	0.4	-1.6
rCAG binder	7.4	-1.6	-4.9	19.1	17.4	9.6

25. CCCc1c(C)c2ccccc2[nH]c1=O
26. O=C(Nc1ccccc1NC(=O)c1c(F)cccc1F)c1c(F)cccc1F
27. COc1ccc(C(=O)NCC2CCN(C(=O)C(=O)c3cc4ccccc4o3)CC2)c(OC)c1
28. Cc1cc(NC(=O)C(C)SCC(=O)Nc2cc(C(F)(F)F)ccc2N2CCCCC2)no1 (centres undefined)
29. Cc1ccc(N2C(=O)CC(Nc3ccc(Cl)c(S(=O)(=O)N(C)C)c3)C2=O)c(C)c1 (centres undefined)
30. CCOC(=O)Nc1ccccc1C(=O)Nc1cc(C)cc(C)c1

Assay by compound	25	26	27	28	29	30
SMARCA2 activ	-2.8	-1.4	-2.6	-0.4	-1.6	-2.5
GC-B act	-2.2	3.4	0.7	-14.8	3.5	-3.9
ABHD4 inh	-2.0	-2.9	-5.4	-8.3	-0.8	-4.4
Rev-erbA mod	-2.1	-2.4	-5.6	-1.3	4.6	-0.1
ASAP1 inh	-3.0	1.5	-6.1	-7.4	18.8	7.4
GC-A act	2.0	0.0	-3.5	-14.6	-0.3	-9.4
ARFGAP1 inhibitor	3.4	-10.8	11.4	-11.8	-5.4	8.4
HTRA1 inh	1.1	8.7	.	-39.3	-12.8	-18.5
PG9 Ab binder	2.2	-0.4	-0.4	1.9	-0.2	-1.9
rCAG binder	-0.4	-0.9	3.7	-7.1	4.8	-2.7

Record cards, as listed above. Order of values: SMARCA2 activ | GC-B act | ABHD4 inh | Rev-erbA mod | ASAP1 inh | GC-A act | ARFGAP1 inhibitor | HTRA1 inh | PG9 Ab binder | rCAG binder
CCCc1c(C)c2ccccc2[nH]c1=O in the list: -2.8 | -2.2 | -2.0 | -2.1 | -3.0 | 2.0 | 3.4 | 1.1 | 2.2 | -0.4
O=C(Nc1ccccc1NC(=O)c1c(F)cccc1F)c1c(F)cccc1F in the list: -1.4 | 3.4 | -2.9 | -2.4 | 1.5 | 0.0 | -10.8 | 8.7 | -0.4 | -0.9
Cc1ccc(N2C(=O)CC(Nc3ccc(Cl)c(S(=O)(=O)N(C)C)c3)C2=O)c(C)c1 (centres undefined) in the list: -1.6 | 3.5 | -0.8 | 4.6 | 18.8 | -0.3 | -5.4 | -12.8 | -0.2 | 4.8

Additional structures:
31. O=c1cc(O)nc(SCc2ccccc2)[nH]1
32. CCOc1ccc(NC(=O)N(CCN(C)C)C(C)c2cccnc2)cc1 (centres undefined)
33. CCCNC(=O)Cn1cnc2sc(C(=O)Nc3ccc4c(c3)OCO4)c(C)c2c1=O
34. COc1cccc(S(=O)(=O)Nc2ccc3c(c2)C(=O)N(C)C[C@H](OC)[C@H](C)CN(Cc2ccccc2F)[C@@H](C)CO3)c1
35. CC1(C(=O)NS(=O)(=O)c2cccs2)CCN1C(=O)CC1CCCC1 (centres undefined)
36. CC(NS(=O)(=O)c1ccc2[nH]c(=O)[nH]c2c1)c1ccc(F)cc1 (centres undefined)

Assay by compound	31	32	33	34	35	36
SMARCA2 activ	-2.2	7.2	.	-5.2	-1.6	-0.8
GC-B act	1.7	2.9	-0.8	-0.5	1.3	1.1
ABHD4 inh	-1.4	-4.9	.	3.7	3.6	4.0
Rev-erbA mod	-2.5	4.8	4.3	-3.5	0.2	-1.1
ASAP1 inh	12.0	10.7	.	12.6	-9.4	-1.7
GC-A act	2.3	0.3	-0.2	-2.2	-4.7	2.0
ARFGAP1 inhibitor	-3.0	4.9	.	9.4	-8.6	-12.5
HTRA1 inh	-8.6	-2.9	3.5	.	.	-4.2
PG9 Ab binder	0.8	-0.1	.	0.2	1.5	1.0
rCAG binder	19.8	-8.3	.	8.6	0.6	-0.2

37. CNc1nc(C)nc(N/N=C/c2ccccc2)n1
38. O=S(=O)(Cc1ccccc1)Oc1ccccc1
39. CCCn1c(SCC(=O)NC2CCCC2)nnc1-c1cccnc1
40. COC(=O)[C@@]12CCCN1[C@H](c1ccc(-c3cccc(Cl)c3)cc1)[C@H]1C(=O)N(C)C(=O)[C@H]12
41. [C-]#[N+][C@H](O[C@@H]1O[C@H](CO)[C@@H](O)[C@H](O)[C@H]1O)c1ccccc1
42. COc1ccccc1[C@H]1C(c2cccc(C)c2)=NN(c2ccccc2)[C@@H]1CO
43. CSc1nc(Oc2ccc(Cl)cc2)c2sccc2n1
44. Brc1cc2c(cc1C1Nc3ccccc3C3C=CCC31)OCO2 (centres undefined)

Assay by compound	37	38	39	40	41	42	43	44
SMARCA2 activ	0.1	4.1	1.3	-0.8	-3.3	1.8	-2.8	1.7
GC-B act	0.8	-1.6	0.6	-1.8	6.3	-6.2	-0.9	-2.7
ABHD4 inh	2.3	5.4	-6.3	3.6	1.4	-2.5	1.6	4.6
Rev-erbA mod	1.7	2.2	-8.8	1.1	-1.2	0.6	0.5	-2.9
ASAP1 inh	-1.0	4.5	1.6	-2.2	2.4	10.3	9.1	14.7
GC-A act	7.3	2.2	-6.5	-1.9	2.0	1.4	5.9	1.8
ARFGAP1 inhibitor	-5.7	15.8	3.5	-4.1	2.8	14.6	-4.1	-0.5
HTRA1 inh	5.8	-6.6	-0.7	-14.8	-3.4	0.1	-0.2	-1.7
PG9 Ab binder	-1.3	-0.7	1.1	0.7	0.5	4.8	0.7	0.3
rCAG binder	-3.4	-4.6	-0.1	3.9	1.1	11.6	2.2	1.9
